Screening results: PubChem BioAssay, Broad Institute
TcdB GH inh = inhibitors of Clostridioides difficile toxin B glycohydrolase; P18177; TcdB glycohydrolase enzymatic assay, plate reader; inhibition, % at 9.99 µM; hit rate 0.24% among 350,000; in the data active means inhibition above about 10%
BioA inh = blocks M. tuberculosis BioA enzyme activity; purified M. tuberculosis BioA enzyme, plate reader; inhibition, % at 9.99 µM; hit rate 0.096% among 360,000; AID 602481; in the data active means inhibition above about 40%
* marks the source's active call; other numbers are inactive results; & = joins results of further samples.

SMILES	TcdB GH inh	BioA inh
CCCN(C)C[C@@H]1Oc2cc(C#CCOC)ccc2S(=O)(=O)N([C@H](C)CO)C[C@@H]1C	0.1	-0.2
COc1ccc(CN(C)C[C@@H]2Oc3ccc(NS(=O)(=O)c4ccc(Cl)cc4)cc3C(=O)N([C@@H](C)CO)C[C@H]2C)cc1	-3.2	-2.7
COc1ccccc1-c1ccc2c(c1)O[C@H](CN(C)C(=O)c1ccccc1)[C@H](C)CN([C@@H](C)CO)S2(=O)=O	1.4	9.2
COc1ccc(NC(=O)Nc2ccc3c(c2)[C@H]2C[C@H](CC(=O)N4CCc5ccccc5C4)O[C@@H](CO)[C@H]2O3)cc1	-1.3	5.8
O=C(C1CC1)N1[C@H](CO)[C@H]2c3ccccc3NC[C@H]21	-0.4	2.6
C[C@H]1CN([C@@H](C)CO)C(=O)c2cc(-c3ccncc3)cnc2O[C@@H]1CN(C)C(=O)c1ccccc1F	-0.3	-1.8
COc1ccc(NC(=O)N(C)C[C@H]2Oc3ccc(NC(=O)NC4CCCCC4)cc3CC(=O)N([C@H](C)CO)C[C@@H]2C)cc1	-0.7	-2.5
C[C@@H]1CN([C@H](C)CO)C(=O)c2cccc(NC(=O)NC3CCCCC3)c2O[C@@H]1CN(C)Cc1ccc2c(c1)OCO2	0.2	-0.6
C[C@@H]1CN([C@H](C)CO)C(=O)c2cc(NC(=O)NC3CCCCC3)ccc2O[C@@H](C)CCCCO[C@H]1CN(C)S(=O)(=O)c1ccccc1	-0.3	-0.2
C[C@@H]1CN([C@@H](C)CO)C(=O)c2cc(NC(=O)Nc3ccc4c(c3)OCO4)ccc2O[C@H]1CN(C)Cc1ccc2c(c1)OCO2	0.8	13.4
COc1ccc(NC(=O)Nc2ccc3c(c2)C(=O)N([C@H](C)CO)C[C@H](C)[C@H](CN(C)C(=O)NC(C)C)OCCCC[C@@H](C)O3)cc1	-2.7	1.3
Cc1cccc(S(=O)(=O)N2C[C@@H](O)COC[C@H]3O[C@@H](CC(=O)N4CCN(C)CC4)CC[C@@H]32)c1	1.4	-1.6
Cc1ccc(S(=O)(=O)N[C@@H]2CC[C@H](CCNC(=O)C3CC3)O[C@H]2CO)cc1	0.4	5.0
C[C@H]1CN([C@@H](C)CO)C(=O)c2cc(NS(=O)(=O)c3ccccc3)ccc2O[C@H]1CN(C)S(C)(=O)=O	-2.8	1.2
CO[C@@H]1CN(C)C(=O)c2ccc(NS(C)(=O)=O)cc2OC[C@@H](C)N(C(=O)C2CCCCC2)C[C@H]1C	-0.8	-1.8
Cc1noc(C)c1NC(=O)N(C)C[C@@H]1Oc2ccc(NC(=O)Nc3ccc(F)cc3)cc2CC(=O)N([C@@H](C)CO)C[C@H]1C	-0.5	-1.9
COc1ccc(NC(=O)N(C)C[C@@H]2Oc3c(NC(=O)C4CC4)cccc3C(=O)N([C@@H](C)CO)C[C@H]2C)cc1	-0.7	-0.2
C[C@H]1CN([C@@H](C)CO)S(=O)(=O)c2ccc(C#Cc3ccccc3)cc2O[C@@H]1CN(C)S(=O)(=O)c1ccccc1F	-0.1	1.1
COc1ccc(NC(=O)Nc2ccc3c(c2)[C@@H]2C[C@H](CC(=O)NCc4ccccn4)O[C@@H](CO)[C@@H]2O3)cc1	-0.8	0.4
Cc1noc(C)c1S(=O)(=O)Nc1ccc2c(c1)C(=O)N([C@@H](C)CO)C[C@@H](C)[C@H](CN(C)Cc1ccccc1)OCCCC[C@@H](C)O2	1.1	1.4
O=C(C[C@H]1C[C@@H]2c3cc(NC(=O)NC4CCCCC4)ccc3O[C@@H]2[C@H](CO)O1)NCc1cccnc1	0.9	-0.4
C[C@@H]1CCCCO[C@@H](CN(C)C(=O)Nc2cccc3ccccc23)[C@H](C)CN([C@H](C)CO)C(=O)c2cc(NS(=O)(=O)c3ccc(F)cc3)ccc2O1	-0.1	-2.0
COc1ccc(S(=O)(=O)Nc2ccc3c(c2)C(=O)N([C@@H](C)CO)C[C@H](C)[C@@H](CN(C)S(=O)(=O)c2ccc(C)cc2)O3)cc1	-0.4	-1.4
C[C@H]1CN([C@@H](C)CO)C(=O)Cc2cc(NS(=O)(=O)c3ccc(Cl)cc3)ccc2O[C@H]1CN(C)C(=O)NC1CCCCC1	-0.2	-3.4
N#C[C@@H]1[C@H](c2ccc(C#CC3CCCC3)cc2)[C@H](CO)N1C(=O)Nc1ccc(F)cc1	-0.6	-2.4

Full records from above.
Record of Cc1cccc(S(=O)(=O)N2C[C@@H](O)COC[C@H]3O[C@@H](CC(=O)N4CCN(C)CC4)CC[C@@H]32)c1 = TcdB GH inh: 1.4; BioA inh: -1.6
Record of C[C@H]1CN([C@@H](C)CO)C(=O)Cc2cc(NS(=O)(=O)c3ccc(Cl)cc3)ccc2O[C@H]1CN(C)C(=O)NC1CCCCC1 = TcdB GH inh: -0.2; BioA inh: -3.4

(cont.)
SMILES	TcdB GH inh	BioA inh
CO[C@@H](CN(C)S(=O)(=O)c1ccc(C)cc1)[C@H](C)CN(C(=O)Nc1ccccc1F)[C@@H](C)CO	1.1	-0.2
C[C@@H]1CN([C@@H](C)CO)C(=O)c2cc(NS(=O)(=O)c3ccccc3)ccc2O[C@@H]1CN(C)C(=O)NC1CCCCC1	1.8	-2.9
C[C@H](CO)N1C[C@H](C)[C@H](CN(C)C(=O)Cc2ccccc2)OCCCC[C@H](C)Oc2ccc(NS(C)(=O)=O)cc2C1=O	0.7	4.4
C[C@H](CO)N1C[C@H](C)[C@H](CN(C)C(=O)Nc2ccc(F)cc2)Oc2ccc(NC(=O)Nc3ccc(C(F)(F)F)cc3)cc2CC1=O	-1.1	-2.2
CC(C)NC(=O)N(C)C[C@H]1Oc2ccc(NS(=O)(=O)c3cn(C)cn3)cc2C(=O)N([C@@H](C)CO)C[C@H]1C	1.5	-1.8
COc1ccccc1C(=O)N1C[C@@H]2[C@H](c3ccccc31)[C@H](CO)N2C(=O)Cc1ccccc1	-0.1	-1.5
Cc1ccc(S(=O)(=O)N[C@@H]2CC[C@H](CCn3cc(C4CC4)nn3)O[C@H]2CO)cc1	0.8	1.8
C[C@H]1CN([C@@H](C)CO)C(=O)c2cc(C3=CCCCC3)cnc2O[C@@H]1CN(C)C(=O)Nc1ccc(F)cc1	0.3	-0.5
Cc1noc(C)c1S(=O)(=O)Nc1ccc2c(c1)C(=O)N([C@H](C)CO)C[C@@H](C)[C@@H](CN(C)C(=O)c1ccncc1)OCCCC[C@@H](C)O2	0.2	-1.3
CCCNC(=O)N1[C@@H](CO)[C@@H](c2ccccc2)[C@@H]1CNC(=O)c1cccc(F)c1	-0.2	-5.0
Cc1ccc(S(=O)(=O)N[C@H]2C=C[C@@H](CC(=O)NCc3ccccc3F)O[C@H]2CO)cc1	-0.3	-1.7
CCC(=O)N[C@@H]1C=C[C@@H](CC(=O)NCc2ccccc2F)O[C@@H]1CO	-1.2&1.0	-17.9
COc1ccc(NC(=O)Nc2cccc3c2O[C@H](CN(C)Cc2ccncc2)[C@H](C)CN([C@@H](C)CO)C3=O)cc1	-0.3	-1.2
C[C@@H]1CN([C@H](C)CO)C(=O)Cc2cc(NC(=O)C3CCCCC3)ccc2O[C@@H]1CN(C)S(=O)(=O)c1ccc(Cl)cc1	-0.3	-0.7
C[C@H](CO)N1C[C@H](C)[C@H](CN(C)C)Oc2ccc(NS(=O)(=O)c3cn(C)cn3)cc2C1=O	-1.5	3.1
CO[C@H]1CN(C)C(=O)c2cc(C#N)ccc2OC[C@@H]2O[C@@H](CC[C@H]2OC)CCN(C)C(=O)[C@H]1C	-0.3	-1.3
O=C(NCC[C@H]1CC[C@@H](NC(=O)c2cnccn2)[C@H](CO)O1)c1ccc2c(c1)OCO2	0.4	1.0
CCCC#Cc1ccc2c(c1)O[C@@H](CN(C)Cc1ccc3c(c1)OCO3)[C@@H](C)CN([C@@H](C)CO)S2(=O)=O	-0.7	0.3
CC(C)NC(=O)N(C)C[C@@H]1Oc2ccc(NS(=O)(=O)c3cn(C)cn3)cc2C(=O)N([C@@H](C)CO)C[C@@H]1C	1.2	-2.3
CO[C@@H]1CN(C)C(=O)c2ccc(NC(=O)NC(C)C)cc2OC[C@@H](C)N(C)C[C@@H]1C	-0.1	-0.5
CCC(=O)N1C[C@@H](O)COC[C@H]2O[C@@H](CC(=O)NCc3cc(F)cc(F)c3)CC[C@@H]21	-11.1	-3.3
C/C=C/c1cnc2c(c1)C(=O)N([C@H](C)CO)C[C@H](C)[C@@H](CN(C)S(=O)(=O)c1cn(C)cn1)O2	-0.6	-0.5
CCCN1[C@H](C(=O)N(C)C)[C@@H](CO)[C@@H]2Cn3c(ccc(-c4ccccc4OC)c3=O)[C@@H]21	0.0	0.9
O=C(Nc1ccccc1)N1CCCCN2[C@H](CO)[C@@H](c3ccc(C#Cc4ccccc4)cc3)[C@H]2C1	-0.2	1.3
COc1ccc(NC(=O)Nc2ccc3c(c2)CC(=O)N([C@H](C)CO)C[C@@H](C)[C@@H](CN(C)Cc2ccc4c(c2)OCO4)O3)cc1	0.2	0.0
Next section
SMILES	TcdB GH inh	BioA inh
CCC(=O)N(C)C[C@@H]1Oc2cc(C3=CCCC3)ccc2S(=O)(=O)N([C@@H](C)CO)C[C@H]1C	-0.2	1.4
Cc1noc(C)c1NC(=O)Nc1ccc2c(c1)C(=O)N([C@H](C)CO)C[C@H](C)[C@H](CN(C)Cc1ccncc1)OCCCC[C@H](C)O2	0.8	-1.2
CS(=O)(=O)Nc1ccc2c(c1)[C@H]1C[C@@H](CC(=O)NC3CCCCC3)O[C@@H](CO)[C@H]1O2	0.1	-1.4
CCC(=O)Nc1ccc2c(c1)C(=O)N(C)C[C@H](OC)[C@H](C)CN(C(=O)c1ccccc1F)[C@@H](C)CO2	0.4	1.9
COc1cccc(NC(=O)N(C)C[C@@H]2OCc3ccccc3-c3ccccc3C(=O)N([C@@H](C)CO)C[C@@H]2C)c1	-0.8	-2.6
O=C(Nc1ccccc1)N1C[C@H]2[C@@H](c3ccccc31)[C@H](CO)N2Cc1ccccc1	-1.6	-1.7
COc1cccc(CNC(=O)C[C@H]2CC[C@H](NC(=O)C3CCC3)[C@H](CO)O2)c1	-0.5	-2.0
C[C@@H]1CN([C@H](C)CO)C(=O)c2cc(-c3ccc(F)cc3)cnc2O[C@@H]1CN(C)Cc1ccc(C(=O)O)cc1	-1.1	-1.0
CCN(C[C@@H]1[C@@H](c2ccccc2)[C@H](CO)N1CC1CC1)C(C)=O	-3.0	-5.6
Cc1ccccc1S(=O)(=O)N1CCCCN2[C@H](CO)[C@H](c3ccc(-c4ccccc4)cc3)[C@H]2C1	-0.2	-3.1
COc1ccccc1NC(=O)N1[C@@H](C#N)[C@@H](c2ccccc2)[C@@H]1CO	1.0	3.9
COc1ccc(S(=O)(=O)N(C)C[C@@H]2Oc3ccc(NC(=O)Cn4cnnn4)cc3C(=O)N([C@H](C)CO)C[C@H]2C)cc1	-6.5	6.2
COc1ccc(S(=O)(=O)Nc2ccc3c(c2)C(=O)N([C@H](C)CO)C[C@H](C)[C@H](CN(C)C)OCCCC[C@@H](C)O3)cc1	-0.1	0.2
C[C@@H]1CN([C@@H](C)CO)S(=O)(=O)c2ccc(C3=CCCCC3)cc2O[C@@H]1CN(C)C(=O)C1CCOCC1	1.3	0.1
CNC[C@H]1Oc2ccc(NC(=O)Cc3ccccc3)cc2C(=O)N([C@@H](C)CO)C[C@@H]1C	-1.8	1.3
O=C(C[C@H]1C=C[C@H](NC(=O)Nc2ccc(F)cc2)[C@@H](CO)O1)NCCN1CCCC1	1.2	-2.0
CCCNC(=O)[C@H]1[C@H](CO)[C@H]2Cn3c(ccc(C4=CCCC4)c3=O)[C@H]2N1C(=O)C1CC1	0.8	-1.5
O=C(NCC[C@H]1CC[C@@H](NC(=O)C2CCC2)[C@@H](CO)O1)c1cc(Cl)cc(Cl)c1	0.1&0.6	3.9
C[C@@H]1CCCCO[C@H](CN(C)S(=O)(=O)c2ccc(F)cc2)[C@@H](C)CN([C@@H](C)CO)C(=O)c2cc(NS(=O)(=O)c3ccccc3)ccc2O1	0.5	-1.8
C[C@@H]1CN([C@H](C)CO)C(=O)c2cc(NS(=O)(=O)c3cn(C)cn3)ccc2O[C@@H](C)CCCCO[C@H]1CN(C)Cc1ccncc1	-1.4	-1.9
COc1ccc(NC(=O)Nc2ccc3c(c2)C(=O)N([C@H](C)CO)C[C@@H](C)[C@@H](CN(C)S(=O)(=O)c2cccs2)O3)cc1	0.2	2.7
C[C@@H]1CN([C@H](C)CO)C(=O)Cc2cc(NC(=O)NC3CCCCC3)ccc2O[C@H]1CN(C)Cc1ccc2c(c1)OCO2	-0.7	-7.5
COc1ccc(S(=O)(=O)N(C)C[C@@H]2Oc3ncc(C#Cc4ccc(OC)c(OC)c4)cc3C(=O)N([C@H](C)CO)C[C@@H]2C)cc1	0.7	-1.0
C[C@@H]1CN([C@@H](C)CO)C(=O)c2cccc(NC(=O)Nc3ccc(F)cc3)c2O[C@@H]1CN(C)Cc1ccc(C(F)(F)F)cc1	-0.2	-0.5
C[C@H](CO)N1C[C@H](C)[C@@H](CN(C)CC2CCCCC2)Oc2ccc(N(C)C)cc2CC1=O	-8.7	0.8

Gathered by group: the compounds so far with a cyano group.
SMILES	TcdB GH inh	BioA inh
N#C[C@@H]1[C@H](c2ccc(C#CC3CCCC3)cc2)[C@H](CO)N1C(=O)Nc1ccc(F)cc1	-0.6	-2.4
CO[C@H]1CN(C)C(=O)c2cc(C#N)ccc2OC[C@@H]2O[C@@H](CC[C@H]2OC)CCN(C)C(=O)[C@H]1C	-0.3	-1.3
COc1ccccc1NC(=O)N1[C@@H](C#N)[C@@H](c2ccccc2)[C@@H]1CO	1.0	3.9

These rows are one share of the data; count on the stated rates, not on these rows.
